Compound activity deposited in PubChem by several laboratories.
STAT3 activator: STAT3 signaling activation; U3A cells, IL-6 STAT3-luciferase reporter, luminescence; 100% = signal with IL-6 EC80 alone; activation (% of control), % at 5.6 µM; 0.91% of 190,000 active; AID 871;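 active means activation above the screen-wide mean of compound activation plus 3 SD, cut at about 130% in these data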;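 further: 0% = background luminescence of wells with medium and substrate only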
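Detection: reporter luminescence signal / Assay system: STAT1-lacking human U3A cells, STAT3 luciferase reporter / Incubation: compound pre-incubation 1 h before IL-6, then 6 h stimulation at 37 °C / Control set: IL-6-only high control / Read-out: % activation relative to IL-6 control / Probe or stimulus: Interleukin-6, 33 ng/mL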
RAM inhibit: inhibitors of the yeast RAM network; 1.8% of 190,000 active; S. cerevisiae dse1pr::URA3 reporter, 5-FOA growth OD615, 2 d; analog-sensitive cbk1-as2 kinase mutant strain; inhibition, % at 50 µM;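 active means inhibition above a set limit, 3 SD over mean compound inhibition, cut at about 8.4% in these data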;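 further: 0% = DMSO-only wells with no growth and 100% = 10 µM 1-NA-PP1 full growth; inhibition rescues growth on 5-FOA so higher OD means more RAM inhibition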
ROMK primary: modulates human ROMK potassium channel activity; P48048; Tet-inducible ROMK, thallium flux fluorescence; actives lie on both sides; B-score at 10 µM; 2% of 130,000 active; AID 1918;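 active means signal ratio slope over the read window, or its plate-corrected B-score, at least 3 SD from the plate mean, either direction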;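 further: B-score of the F/F0 ratio slope over 7 to 12 s after thallium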
PPARg SRC-2 ag: agonists of SRC-2 recruitment by human PPARgamma | P37231 | 0.34% of 200,000 active | activation, % at 8 µM | PPARgamma LBD-SRC-2 recruitment, biochemical; in the data active means activation above about 22%;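 further: 0% = vehicle and 100% = reference agonist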
STAT3 blocker: STAT3 signaling inhibition. U3A cells, IL-6 STAT3-luciferase reporter, luminescence; host cell line lacks STAT1. inhibition, % at 5.5 µM. 0.89% of 190,000 active. AID 862;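 active means inhibition above the mean inhibition across all screened compounds plus 3 SD, cut at about 44% in these data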;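 further: 0% = DMSO only wells and 100% = 100 µM nifuroxazide control wells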
PPARg SRC1 recr: PPARgamma-driven SRC-1 recruitment agonism. P37231. PPARgamma-SRC-1 coactivator recruitment biochemical assay. activation, % at 8 µM. 0.41% of 200,000 active. AID 631; in the data active means activation above about 19%;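 further: 0% = DMSO and 100% = reference agonist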
TR-FRET SRC-2 ct: flags TR-FRET format artefacts in PPARgamma SRC-2 recruitment agonist screen | TR-FRET ratio at 8 µM | 0.4% of 200,000 active | TR-FRET artefact counter-screen; hits give high values | AID 1049; in the data active means TR-FRET ratio above about 2000; further: inactives centre near 1500
STAT1 blocker: inhibitors of IFN-gamma induced STAT1 signaling | inhibition, % at 5.5 µM | AID 920 | 0.35% of 200,000 active | NIH 3T3 STAT1-luciferase reporter, luminescence;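 active means inhibition above a set limit, the mean inhibition across all tested compounds plus 3 SD, cut at about 34% in these data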;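 further: 0% = IFN-gamma with DMSO and 100% = IFN-gamma with 300 µM nifuroxazide; values of inactives mirror those of a sister screen read the other way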
TLR4 MyD88 comp: inhibitors of human TLR4-MyD88 binding; O00206+Q99836; HeLa CL3-4 TLR4/MyD88 BLA complementation, FRET ratio; inhibition, % at 8.4 µM; 0.18% of 200,000 active; AID 861; in the data active means inhibition above about 25%;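 further: 0% = vehicle and 100% = reference inhibitor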
Target sequence (O00206 whole entry, looked up): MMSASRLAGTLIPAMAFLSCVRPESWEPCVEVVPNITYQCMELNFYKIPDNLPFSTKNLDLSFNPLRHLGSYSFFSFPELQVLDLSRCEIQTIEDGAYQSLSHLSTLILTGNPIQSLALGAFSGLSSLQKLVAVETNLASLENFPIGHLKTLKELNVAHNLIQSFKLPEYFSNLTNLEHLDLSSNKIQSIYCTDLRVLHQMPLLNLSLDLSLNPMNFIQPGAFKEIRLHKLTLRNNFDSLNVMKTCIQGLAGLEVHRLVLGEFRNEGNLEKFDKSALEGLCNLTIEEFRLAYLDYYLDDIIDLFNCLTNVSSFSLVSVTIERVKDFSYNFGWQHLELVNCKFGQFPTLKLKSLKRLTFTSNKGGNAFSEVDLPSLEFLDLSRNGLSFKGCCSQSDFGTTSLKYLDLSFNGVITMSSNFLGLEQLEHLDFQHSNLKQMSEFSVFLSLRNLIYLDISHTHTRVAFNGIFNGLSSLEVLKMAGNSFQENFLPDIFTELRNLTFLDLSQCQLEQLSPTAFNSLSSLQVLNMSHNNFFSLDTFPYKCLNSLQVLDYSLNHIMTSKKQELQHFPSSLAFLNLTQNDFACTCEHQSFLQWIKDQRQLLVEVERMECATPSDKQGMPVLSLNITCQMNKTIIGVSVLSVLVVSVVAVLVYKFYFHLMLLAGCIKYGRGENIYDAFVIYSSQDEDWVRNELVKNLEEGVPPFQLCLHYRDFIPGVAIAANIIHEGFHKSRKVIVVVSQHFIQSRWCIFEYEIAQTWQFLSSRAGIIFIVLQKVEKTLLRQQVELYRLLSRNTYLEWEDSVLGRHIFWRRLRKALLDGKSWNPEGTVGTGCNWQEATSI
Target sequence (Q99836 whole entry, looked up): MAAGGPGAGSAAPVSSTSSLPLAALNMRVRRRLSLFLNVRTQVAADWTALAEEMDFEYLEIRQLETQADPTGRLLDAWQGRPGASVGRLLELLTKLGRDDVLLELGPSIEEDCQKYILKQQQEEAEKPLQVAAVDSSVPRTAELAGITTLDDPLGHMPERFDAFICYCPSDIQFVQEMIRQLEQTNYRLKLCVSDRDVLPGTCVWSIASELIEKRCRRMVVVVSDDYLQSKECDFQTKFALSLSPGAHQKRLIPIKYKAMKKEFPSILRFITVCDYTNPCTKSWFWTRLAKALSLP
S1P3 antagonist: blocks the human S1P3 receptor; inhibition, % at 4.98 µM; Q99500; 0.27% of 170,000 active; AID 485; CHO S1P3 NFAT-BLA reporter, FRET fluorescence, antagonist mode;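 active means inhibition above the plate cutoff, the mean inhibition of test wells on that plate plus 3 SD, cut at about 28% in these data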;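 further: cells challenged with S1P at its EC80 of 0.8 µM; blue over green emission ratio from cleaved BLA substrate after 4 h stimulation; 0% = S1P-stimulated wells and 100% = unstimulated DMSO-only wells; some compounds past the cut are filed as inactive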
PPARg SRC3 recr: agonists of human PPARgamma SRC-3 coactivator recruitment; 0.26% of 200,000 active; activation, % at 8 µM; P37231; biochemical PPARgamma/SRC-3 coactivator recruitment assay; AID 731; in the data active means activation above about 23%;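 further: 0% = DMSO and 100% = reference agonist; some compounds past the cut are filed as inactive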
* marks the source's active call; other numbers are inactive results; x = not tested or not shown; & = joins results of further samples.

structure,STAT3 activator,RAM inhibit,ROMK primary,PPARg SRC-2 ag,STAT3 blocker,PPARg SRC1 recr,TR-FRET SRC-2 ct,STAT1 blocker,TLR4 MyD88 comp,S1P3 antagonist,PPARg SRC3 recr
Cc1ccc(N=Cc2cc(Br)cc(Cl)c2O)cc1,105,0.3,3.4*,4,-2,5,1654,-7,1,-17,9
Cc1ccc(C(=O)Nc2ccccc2C(=O)NC(C(=O)O)C(C)C)cc1 (stereo unspecified),107,-0.7,x,5,-5,2,1505,-11,-2,x,-2
Cc1cccc(CN2CCN(C(=O)CCl)CC2)c1,91,-0.4,x,-3,10,0,1422,17,9,-2,-1
CCOC(=O)CN1C(=O)S/C(=C/C=C/c2ccc(N(C)C)cc2)C1=O,90,3.3,-0.013,2,15,3,1540,-22,10,13,-4
O=C1Nc2ccc(Br)cc2C1(O)Cc1ccccn1 (stereo unspecified),104,-0.1,x,5,-1,7,1610,4,0,x,9
COc1ccccc1OCCCCNCCO,103,0.0,x,-1,1,4,1652,2,13,-13,-11
O=C(NCC1([N+](=O)[O-])CN(C(=O)c2ccccc2)CN(C(=O)c2ccccc2)C1)c1ccccc1,103,0.3,0.56,6,3,0,1673,-8,1,-9,-1
O=C(NCc1ccc2c(c1)OCO2)c1ccc(N2CCCCCC2)c([N+](=O)[O-])c1,88,2.6,x,8,9,3,1693,-1,-9,-11,4
N#Cc1c(-c2ccc(F)cc2)nc(-c2ccccc2)[nH]c1=O,94,1.2,-1.4,6,11,-1,1478,-2,-15,-4,-5
O=C(Nc1ccc2c(c1)OCCO2)c1ccco1,75,0.1,x,-2,33,6,1718,-31,2,-3,4
CCCCN(C)C(=O)CCC(=O)Nc1ccc2nc(N3CCN(C)CC3)cc(C)c2c1,96,3.1,2.6,-11,13,6,1408,-4,-25,-17,-9
CCn1c(/C=C/N(C(C)=O)c2ccccc2)[n+](CCCS(=O)(=O)[O-])c2cc(Cl)c(Cl)cc21,102,0.4,0.61,9,0,8,1556,4,9,5,3
Cc1ccc(C2CCN(C(=S)Nc3cccc(C)c3)C2)cc1 (stereo unspecified),104,6.4,-0.72,1,0,8,1583,-6,-5,-7,-2
CCCCNc1c([N+](=O)[O-])c(=O)n(C)c2ccccc12,94,0.2,-1.1,-6,9,-2,1394,1,0,0,-1
Cc1cc(NC(=O)CN2C(=O)NC3(CCCCC3C)C2=O)no1 (stereo unspecified),95,-0.3,0.56,2,3,4,1879,5,-13,-1,-4
CC(=O)c1sc(NC(=O)COc2ccc(Br)cc2)nc1C,92,4.4,0.76,3,11,6,1456,0,1,-17,0
O=C1CCCN1c1ccc(S(=O)(=O)N2CCN(c3ccccc3)CC2)cc1,97,6.5,0.26,8,7,6,1364,6,9,15,-2
O=C1C2C3C=CC(C4CC34)C2C(=O)N1/N=C/c1ccc([N+](=O)[O-])s1 (stereo unspecified),106,3.6,x,-4,-7,-9,1330,-11,2,-17,-2
COC(=O)c1cc(C(=O)NC(C)(C)CC(C)(C)C)cc([N+](=O)[O-])c1,109,2.2,0.67,2,-8,-6,1340,3,-2,-1,-1
O=C(CSc1ncccn1)Nn1cnnc1,99,-0.6,x,3,5,6,1389,11,16,-9,7
CC(C)C[C@H](NC(=O)N1CCN(c2ccccc2)CC1)C(=O)O,106,0.2,0.77,-5,-2,2,1542,-4,9,-2,-10
C=CCn1c(SCc2cccnc2)nnc1-c1ccncc1,93,-0.5,x,-1,11,8,1727,-1,7,-6,14
O=C(Nc1ccccc1)Nc1nnc(-c2ccccc2)o1,92,0.4,x,9,12,3,1541,-8,8,x,-1
CCOC(=O)c1[nH]c(C)c(C(=O)NCCC2=CCCCC2)c1C,112,3.7,x,13,-12,4,1418,-24,2,14,-5
O=C(Nc1ccc([N+](=O)[O-])cc1Br)c1cccnc1,88,1.7,1.1,-8,14,-11,1412,-8,2,-14,-2
O=C(N/N=C/c1ccco1)c1cc(=O)[nH]c2ccccc12,97,2.4,0.31,9,8,-2,1705,-5,7,-3,1
C/C(N)=C(/C#N)C(=O)COC(=O)CCS(=O)(=O)c1ccccc1,101,-0.3,-0.85,4,2,3,1617,-6,-4,x,4
CC(=O)c1c(C)[nH]c(C(=O)N2CCN(c3cc(Cl)ccc3C)CC2)c1C,98,3.2,0.25,1,10,0,1518,-1,5,x,-1
Cn1c(C(O)c2ccc(Cl)cc2)nc(Cl)c1Cl (stereo unspecified),110,2.0,x,-4,-7,-2,1339,-5,-3,14,1
C=CCOc1ccc(C2C(C(=O)c3cccs3)=C(O)C(=O)N2c2nnc(C)s2)cc1 (stereo unspecified),98,x,x,17,2,11,1771,-2,-7,x,15

(next part)
structure,STAT3 activator,RAM inhibit,ROMK primary,PPARg SRC-2 ag,STAT3 blocker,PPARg SRC1 recr,TR-FRET SRC-2 ct,STAT1 blocker,TLR4 MyD88 comp,S1P3 antagonist,PPARg SRC3 recr
O=C(O)/C=C/C(=O)Nc1ccc(-c2ccccc2)cc1,107,5.4,0.9,6,-3,1,1729,-26,5,4&5,4
O=C(COC(=O)CNC(=O)c1cccc(F)c1)NCCC1=CCCCC1,104,3.1,x,-2,1,8,1564,-5,8,6,2
CC(=O)Nc1ccc(OCC(O)Cn2ccnc2)cc1 (stereo unspecified),93,-0.2,-1,-4,10,-2,1487,1,16,-1,1
Cc1cccc(N2C(=O)CCC2=O)n1,102,0.0,1.1,11,-6,4,1624,-5,-10,-9,0
CC(C)=CCSc1nnc(CCNC(=O)OC(C)(C)C)o1,98,2.6,x,6,7,1,1509,3,2,-8,3
CCOC(=O)c1c(NC(C)=O)sc2c(O)c(Br)ccc12,92,2.1,-0.038,10,16,7,1683,5,-3,x,1
CCCCn1c(=O)c(CCC(=O)OCC(=O)Nc2ccc(F)c(Cl)c2)nc2ccccc21,100,3.7,-0.49,5,4,-6,1480,10,3,0,-4
CC(C)c1ccc(NC(=S)NNC(=O)C2CC2)cc1,100,0.0,1.1,-4,5,2,1491,1,-13,-17,1
Cc1ccc(Cl)cc1NC(=O)c1cnn2c1NC(c1ccco1)CC2C(F)(F)F (stereo unspecified),107,0.0,-0.38,-4,-4,-4,1474,-9,4,x,-5
O=C(/C=C\c1ccco1)Oc1cccc2cccnc12,102,0.2,-22*,-3,4,-10,1359,-2,-12,-11,3
CCc1ccccc1NC1c2ccccc2C(=O)N1c1cc(C)ccn1 (stereo unspecified),104,2.1,x,3,-5,6,1813,4,-4,-18,0
Cc1ccsc1/C=N/Nc1nc2ccccc2[nH]1,103,3.3,x,17,-1,13,1670,-59,0,0,8
Cc1ccc2c(CN3CCCc4ccccc43)cc(=O)oc2c1C,125,1.3,-0.71,-4,-23,2,1535,2,15,4,-5
CCn1c(=N)c(C(=O)NCCCOC)cc2c(=O)n3cccc(C)c3nc21,99,-0.3,-1.3,9,8,-2,1614,4,-9,-2,-1
CN1C(=O)CSc2ccc(NC(=O)N3CCc4ccccc43)cc21,95,1.6,-0.097,-1,11,3,1657,11,2,1,1
COc1cccc2sc(Nc3nnc(-c4ccccc4Cl)o3)nc12,129,4.1,x,-1,-35,4,1513,-5,13,13,-2
CN(C)c1ccc(NC(=O)/C=C/c2c(Cl)cccc2Cl)cc1,106,2.3,x,4,-8,6,1697,-22,4,6,11
COc1ccc(C2CC(=O)C(C3NCCc4ccccc43)=C(O)C2n2cncn2)cc1 (stereo unspecified),106,3.6,1,7,-6,9,1705,-8,-8,-3,5
Cc1c(NC(=O)c2ccccc2)cccc1[N+](=O)[O-],89,0.1,-0.012,0,13,5,1574,-10,-6,0,-5
CCCc1cc(=O)[nH]c(SCC(=O)Nc2nonc2N)n1,100,2.9,x,6,6,8,1656,-2,-6,-13,3
COc1cc(OC)cc(C(=O)N(CN2CCCC2=O)c2ccccc2OC)c1,106,1.3,-1.7,14,-3,4,1632,8,-4,3,-2
O=C(O)CCS(=O)(=O)Cc1ccccc1F,102,1.0,x,0,3,2,1710,3,6,x,-2
CCN(CC)c1ncnc2c1sc1nc(N3CCOCC3)c3c(c12)CCC3,102,0.5,x,-8,9,4,1450,5,13,x,-8
O=C(CN1C(=O)NC2(CCCCC2)C1=O)Nc1ccc(F)cc1,103,0.5,-0.53,-3,7,-3,1415,-1,-8,-2,-1
COCCSc1ccccc1C(=O)NCc1ccc(S(N)(=O)=O)cc1,102,1.2,1.3,-2,-2,3,1640,-9,11,x,6
FC(F)(F)c1ccccc1NC1=NCCC1,100,0.1,-0.45,6,6,-2,1488,-3,-8,-2,0
CC1=C/C(=N\OS(=O)(=O)c2ccccc2)C(C(C)C)=CC1=O,94,0.4,-0.18,2,12,10,1377,1,9,15,5

Pulled one by one from the entries so far, 3 records:
structure,STAT3 activator,RAM inhibit,ROMK primary,PPARg SRC-2 ag,STAT3 blocker,PPARg SRC1 recr,TR-FRET SRC-2 ct,STAT1 blocker,TLR4 MyD88 comp,S1P3 antagonist,PPARg SRC3 recr
COc1cccc2sc(Nc3nnc(-c4ccccc4Cl)o3)nc12,129,4.1,x,-1,-35,4,1513,-5,13,13,-2
COc1ccc(C2CC(=O)C(C3NCCc4ccccc43)=C(O)C2n2cncn2)cc1 (stereo unspecified),106,3.6,1,7,-6,9,1705,-8,-8,-3,5
O=C(O)CCS(=O)(=O)Cc1ccccc1F,102,1.0,x,0,3,2,1710,3,6,x,-2

Given field by field: part of the list above
> CCOC(=O)c1c(NC(C)=O)sc2c(O)c(Br)ccc12
  STAT3 activator: 92
  RAM inhibit: 2.1
  ROMK primary: -0.038
  PPARg SRC-2 ag: 10
  STAT3 blocker: 16
  PPARg SRC1 recr: 7
  TR-FRET SRC-2 ct: 1683
  STAT1 blocker: 5
  TLR4 MyD88 comp: -3
  S1P3 antagonist: x
  PPARg SRC3 recr: 1

> COCCSc1ccccc1C(=O)NCc1ccc(S(N)(=O)=O)cc1
  STAT3 activator: 102
  RAM inhibit: 1.2
  ROMK primary: 1.3
  PPARg SRC-2 ag: -2
  STAT3 blocker: -2
  PPARg SRC1 recr: 3
  TR-FRET SRC-2 ct: 1640
  STAT1 blocker: -9
  TLR4 MyD88 comp: 11
  S1P3 antagonist: x
  PPARg SRC3 recr: 6

> CN(C)c1ccc(NC(=O)/C=C/c2c(Cl)cccc2Cl)cc1
  STAT3 activator: 106
  RAM inhibit: 2.3
  ROMK primary: x
  PPARg SRC-2 ag: 4
  STAT3 blocker: -8
  PPARg SRC1 recr: 6
  TR-FRET SRC-2 ct: 1697
  STAT1 blocker: -22
  TLR4 MyD88 comp: 4
  S1P3 antagonist: 6
  PPARg SRC3 recr: 11

> O=C1C2C3C=CC(C4CC34)C2C(=O)N1/N=C/c1ccc([N+](=O)[O-])s1 (stereo unspecified)
  STAT3 activator: 106
  RAM inhibit: 3.6
  ROMK primary: x
  PPARg SRC-2 ag: -4
  STAT3 blocker: -7
  PPARg SRC1 recr: -9
  TR-FRET SRC-2 ct: 1330
  STAT1 blocker: -11
  TLR4 MyD88 comp: 2
  S1P3 antagonist: -17
  PPARg SRC3 recr: -2

Compounds as they come. Share with any hit: about 5.6%.
